High-throughput results (PubChem BioAssay)
GLS inhibitor – inhibitors of human glutaminase (GLS); O94925; GLS enzymatic activity, qHTS titration; Potency, µM (series often up to 45.5 µM), for the others: at the top dose activity change, negative = inhibition, usual class: inhibitors; hit rate 0.21% among 410,000; AID 624170; further: potency means the concentration at half of the fitted maximal effect
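hKGA; 45 mM KH2PO4 pH 8.2 + 0.02% Tween-20; cpd via pin tool; 1 mM Gln soln; GluOx/HRP/Amplex Red; RT 30 min; fluor. t0 & final.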
PI4K2A inh – inhibitors of human PI4K2A. activity change, negative = inhibition, % at 76.9 µM. AID 1346378. Q9BTU6. purified PI4K2A, ADP-Glo luminescence, 1 h; hits give low values. hit rate 0.13% among 420,000; in the data active means activity change below about -50%; inconclusive means mostly about -30% to -49%;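 further: -100% = wells without enzyme as full effect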
Target sequence (Q9BTU6 whole entry, looked up): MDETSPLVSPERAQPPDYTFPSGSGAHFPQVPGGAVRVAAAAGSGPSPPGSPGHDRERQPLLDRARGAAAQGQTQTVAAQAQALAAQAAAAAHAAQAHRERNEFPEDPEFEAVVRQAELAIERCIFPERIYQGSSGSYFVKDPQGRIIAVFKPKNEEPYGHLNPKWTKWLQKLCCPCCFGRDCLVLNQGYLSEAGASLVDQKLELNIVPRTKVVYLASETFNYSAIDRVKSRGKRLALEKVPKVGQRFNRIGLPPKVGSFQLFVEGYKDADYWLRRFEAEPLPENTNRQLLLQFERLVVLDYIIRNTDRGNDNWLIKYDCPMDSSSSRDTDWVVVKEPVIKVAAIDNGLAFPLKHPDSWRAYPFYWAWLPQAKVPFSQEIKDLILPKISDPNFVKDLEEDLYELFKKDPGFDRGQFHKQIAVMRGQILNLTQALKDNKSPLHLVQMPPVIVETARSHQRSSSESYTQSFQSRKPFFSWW
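PI4K2A activity was measured by ADP-Glo luminescence: enzyme (4 ug/mL stock) and phosphatidylinositol (1.2 mM stock) in Tris pH 7.5/MgCl2/EGTA/Triton X-100 buffer were reacted with ATP (300 microM stock) for one hour at ambient temperature.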
ALOX12 inh – ALOX12 (human) lipoxygenase inhibition; purified 12hLO, xylenol orange hydroperoxide absorbance; Potency, µM (titrated, usually from 108 µM), without a hit: at the highest dose activity change, negative = inhibition, most hits filed as inhibitors; hit rate 1.1% among 580,000; further: potency means the concentration at half of the fitted maximal effect
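Hydroperoxide product was detected by ferrous iron/xylenol orange as the 573 to 405 nm absorbance ratio. Arachidonic acid at 40 uM (final) was turned over for 30 min at room temperature by 150 nM human 12hLO, pH 7.0 Hepes buffer, after 15 min compound preincubation.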
The depositor's hits bear a star; ? = inconclusive; [ ] = remark or other dose. Unless noted, the call rests on the fitted dose curve; in most records, active means well fitted inhibition curve with a large enough effect; inconclusive means small, poorly fitted or top-dose-only effect, or another doubt; inactive means no such curve, though single readings can be large or run the other way. Unless noted, on the % scale 0 is the no-effect control and ±100 the full control effect.

SMILES | GLS inhibitor | PI4K2A inh | ALOX12 inh
O=C(NCc1ccccc1)c1cc(C2COCCN2C(=O)C/C=C/c2ccccc2)on1 (centres undefined) | 4% | -5 | ?
Cc1cc2nc(-c3ccccc3)c(Cc3ccsc3)n2c(C)c1Br | 5% | -2 | -24%
CC1(C(=O)NS(=O)(=O)c2cccc(C#N)c2)CCN1C(=O)Cc1ccc(Cl)cc1Cl (centres undefined) | 11% | 1 | -7%
O=C(NCCc1ccccc1)C1Cc2c(-c3ccc4c(c3)OCO4)ccnc2O1 (centres undefined) | 8% | -6 | -6%
COc1cc(-c2cc(NC=O)c3ncc(-c4ccccc4)n3c2)cc(OC)c1OC | -20% | -4 | 1%
Cc1ccc(S(=O)(=O)NC(=O)C2(C)CCN2C(=O)C2CC2)cc1 (centres undefined) | 0% | 2 | -6%
O=C(NCc1ccc(F)cc1)c1cc(-c2ccccn2)nc2ccc(S(=O)(=O)N3CCOCC3)cc12 | -3% | -2 | 3%
CC(C)(C(=O)N1CCC1(C)C(=O)NS(=O)(=O)c1cccc(F)c1)c1ccccc1 (centres undefined) | 18% | 1 | -42%
COc1cccc(CNc2nc3cc(C(C)=C(C)C)sc3c(=O)n2C)c1 | -3% | 4 | 10µM*
COCCNC(=O)C1CCCN(C(=O)c2cc(C(C)(C)C)nn2C)CC1 (centres undefined) | -5% | -5 | -4%
CCc1nc2c(OCCc3cccc(OC)c3)cccn2c1N(C)C(=O)c1cccs1 | 2% | 1 | 21%
Cn1c(=O)c2cc(NC(=O)NCc3ccc(Cl)cc3Cl)ccc2n1Cc1ccccc1 | 1% | -5 | -6%
O=C(NC1CCC1)C1CCC(=O)N(Cc2ccc(Cl)cc2)C1 (centres undefined) | -8% | 2 | -7%
COc1cc(NC(=O)CNC(=O)Cn2cnc3sc(C)c(C)c3c2=O)cc(OC)c1OC | 0% | -4 | 3%
CCOC1=C2[C@H]([C@H]3C(=O)N(c4ccccc4)C(=O)[C@H]3C1)[C@@H](c1ccccc1)N(S(=O)(=O)c1ccc(C)cc1)[C@H]2c1ccccc1 | -3% | 2 | 8%
CC(=O)c1cccc(-c2ccnc3c2CC(C(=O)NCc2ccco2)O3)c1 (centres undefined) | 4% | -3 | -1%
O=C(CCCc1ccccc1)NCCS(=O)(=O)N1CCN(c2ccccc2)CC1 | 0% | -4 | 7%
Cc1ccccc1-c1cc2nc(Oc3cccc(F)c3)n(C)c(=O)c2s1 | 1% | 3 | 1%
CC(C)C[C@@H](CN1CCC[C@H]1CN1C(=O)C(=O)NC[C@@H]1Cc1ccc(O)cc1)N1C[C@H](Cc2ccc(O)cc2)N(CC2CCCCC2)C(=O)C1=O | 23% | 3 | ?
CNC(C)C(=O)NC(C(=O)NC(C)C(=O)NNc1ccccc1)C(C)C (centres undefined) | 38%[activator] | -1 | ?
CC(=O)N(C)C[C@H]1Oc2cc(Br)ccc2S(=O)(=O)N([C@H](C)CO)C[C@@H]1C | -1% | -3 | -2%
COc1cccc(Nc2nc(C(C)N)cs2)n1 (centres undefined) | 15% | -3 | 12%
C[C@@H]1CN([C@H](C)CO)C(=O)CCCn2cc(nn2)CO[C@H]1CN(C)C(=O)CCC(F)(F)F | -2% | 8 | -11%
Cc1cccc(NC(=O)c2sc3nc(C)nc(N4CCOCC4)c3c2C)c1 | -1% | 3 | -8%
CSc1ccc(CNC(=O)C2CCC(=O)N(CCc3ccc(Cl)cc3)C2)cc1 (centres undefined) | 2% | 5 | ?
COc1ccc(NC(=O)C2(C)CCN2C(=O)c2ccccc2CCc2ccccc2)cc1OC (centres undefined) | 2% | -4 | 14%
O=C(OCc1cn([C@@H]2C[C@H](c3ccccc3)N(C(=O)c3cccs3)C[C@H]2O)nn1)c1ccccc1 | -4% | 3 | ?
Cc1cccc(C(O)c2ncc(-c3ccc(C(F)(F)F)cc3)[nH]2)c1C (centres undefined) | -7% | -3 | -8%
O=C(c1cc2c(c(-c3cccc(-c4ccncc4)c3)n1)[C@H](CCO)N(C(=O)c1ccc3c(c1)OCO3)C2)N1CCOCC1 | -5% | -6 | -19%
CC(C)C1C(=O)N(Cc2cn(Cc3ccco3)nn2)CCS(=O)(=O)N1Cc1ccc(-c2ccc(Cl)c(Cl)c2)cc1 (centres undefined) | 3% | -5 | ?

By substructure: the compounds so far containing a Cl atom.
SMILES | GLS inhibitor | PI4K2A inh | ALOX12 inh
CC1(C(=O)NS(=O)(=O)c2cccc(C#N)c2)CCN1C(=O)Cc1ccc(Cl)cc1Cl (centres undefined) | 11% | 1 | -7%
Cn1c(=O)c2cc(NC(=O)NCc3ccc(Cl)cc3Cl)ccc2n1Cc1ccccc1 | 1% | -5 | -6%
O=C(NC1CCC1)C1CCC(=O)N(Cc2ccc(Cl)cc2)C1 (centres undefined) | -8% | 2 | -7%
CSc1ccc(CNC(=O)C2CCC(=O)N(CCc3ccc(Cl)cc3)C2)cc1 (centres undefined) | 2% | 5 | ?
CC(C)C1C(=O)N(Cc2cn(Cc3ccco3)nn2)CCS(=O)(=O)N1Cc1ccc(-c2ccc(Cl)c(Cl)c2)cc1 (centres undefined) | 3% | -5 | ?

Other compounds
SMILES | GLS inhibitor | PI4K2A inh | ALOX12 inh
CCCC(=O)N1CCC1(C)C(=O)NCc1ccccc1SC (centres undefined) | -2% | 3 | -35%
C=C(C)Cn1c2ccc(NC(=O)NCCc3ccccc3)cc2c(=O)n1C | 0% | 3 | -8%
C[C@H]1CN([C@@H](C)CO)S(=O)(=O)c2ccc(Br)cc2O[C@@H]1CN(C)Cc1cccc(F)c1 | 3% | 7 | -6%
Nc1ncnc2c1ccn2[C@H]1CN(Cc2ccc3c(c2)OCO3)C[C@@H](CO)O1 | -2% | -1 | ?
CC1(C(=O)N2Cc3ccccc3C2)CCN1C(=O)Cc1ccccc1 (centres undefined) | 5% | 3 | 1%
CCc1nc2ccc(C(=O)NCCOc3ccc(OC)cc3)cn2c1N(CC)CCN(C)C | 36%[activator] | -7 | -1%
CCCCCC(=O)N1C[C@H](O)[C@@H](n2cc(C3CC3)nn2)C[C@@H]1c1ccc(C)cc1 | -3% | -2 | 3%
COc1ccccc1-c1csc(C(O)(c2ccccc2)C(F)(F)F)n1 (centres undefined) | 0% | -5 | ?
CC(C)n1nnnc1C1c2ccccc2C(=O)N1C1CC1 (centres undefined) | 7% | 3 | 6%
O=C(NC1CCCCC1)c1nc(C2CCNCC2)oc1-c1ccccc1 | 3% | -3 | 5%
C/C=C/c1cccc(-c2nc(C(=O)NC3CCC3)cc3c2[C@@H](CCO)N(S(=O)C(C)(C)C)C3)c1 (some centres undefined) | 15% | -22 | ?
CCCC#Cc1cnc2c(c1)C(=O)N([C@H](C)CO)C[C@@H](C)[C@@H](CN(C)C(=O)Nc1cccc(F)c1)O2 | 8% | -6 | ?
Cc1cn([C@H]2C[C@H](O)[C@@H](CNC(=O)[C@H](N)C3CC3)O2)c(=O)[nH]c1=O | -4% | 2 | -3%
COc1cccc(CN2CCC(C(=O)NC(C)c3cccc4ccccc34)CC2)c1 (centres undefined) | 9% | 2 | 1%
CC(C)CN1CCC(C(=O)NC(c2ccc(F)cc2)c2ccc3ccccc3n2)CC1 (centres undefined) | -5% | 5 | ?

By substructure, those above containing a CF3 group
SMILES | GLS inhibitor | PI4K2A inh | ALOX12 inh
C[C@@H]1CN([C@H](C)CO)C(=O)CCCn2cc(nn2)CO[C@H]1CN(C)C(=O)CCC(F)(F)F | -2% | 8 | -11%
Cc1cccc(C(O)c2ncc(-c3ccc(C(F)(F)F)cc3)[nH]2)c1C (centres undefined) | -7% | -3 | -8%
COc1ccccc1-c1csc(C(O)(c2ccccc2)C(F)(F)F)n1 (centres undefined) | 0% | -5 | ?

Remaining list, next part
SMILES | GLS inhibitor | PI4K2A inh | ALOX12 inh
COC(=O)Cc1ccc(OC2(C)CCN(Cc3ccccc3OC(F)F)C2)cc1 (centres undefined) | 20% | -1 | -12%
CC(=O)Nc1ccc(-c2ccnc3c2CC(C(=O)NCC2CCOCC2)O3)cc1 (centres undefined) | 1% | 2 | 3%
CCOC(=O)CN1CCC(C2(c3cc4ccccc4[nH]3)OCCO2)CC1 | -1% | 4 | -15%
CC(C)CC(N)c1csc(Nc2ccc(C(=O)NCCCO)cn2)n1 (centres undefined) | 29% | 2 | -2%
O=C(CC[C@H]1O[C@@H](n2cnc3c(NC(=O)c4ccccc4)ncnc32)[C@H](O)[C@@H]1O)NCc1ccc2c(c1)OCO2 | 5% | 2 | -12%
COc1cccc(-c2cnc3c(NC(C)=O)cc(-c4ccc(S(C)(=O)=O)cc4)cn23)c1 | 0% | -5 | 15%
COc1ccc(CNC(=O)C2(C)Cc3c(-c4cccc(NC(C)=O)c4)ccnc3O2)cc1OC (centres undefined) | -8% | 3 | 1%
C=CCN1C(c2cccc(C(F)(F)F)c2)=CS/C1=C(\C#N)c1nnc(N2CCOCC2)n1-c1ccccc1 | -1% | -11 | -6%
Cn1c(=O)c2cc(NC(=O)CCc3ccccc3)ccc2n1Cc1cccc(C(F)(F)F)c1 | -4% | 3 | -15%
CC(C)NC(=O)Cn1nnc(-c2ccccc2)c1COc1ccc2ccccc2c1 | 8% | -4 | 7%
CC1(Oc2cnc(Cl)c3ccccc23)CCN(Cc2ccc(OC(F)(F)F)cc2)C1 (centres undefined) | 8% | -11 | ?
CC(=O)Nc1cc(-c2ccc(N)cc2)cn2c(-c3cccc(C(F)(F)F)c3)cnc12 | 6% | -19 | ?
COC(=O)[C@@]1(Cc2ccc(OC)cc2)[C@H]2c3cc(C(=O)N4CCCC4)n(Cc4ccsc4Br)c3C[C@H]2CN1C(=O)c1ccccc1 | 1% | -2 | ?
CC1(c2nnnn2Cc2ccccc2)CCC(=O)N1Cc1ccc(F)cc1 (centres undefined) | -10% | 3 | -23%
OCCCNc1ncnc2c1ncn2[C@H]1CN(Cc2ccncc2)C[C@@H](CO)O1 | -2% | -3 | -3%

Profiles, quoted from the list.
Listed for `CCOC(=O)CN1CCC(C2(c3cc4ccccc4[nH]3)OCCO2)CC1` → GLS inhibitor = -1%; PI4K2A inh = 4; ALOX12 inh = -15%
Listed for `CC(=O)Nc1ccc(-c2ccnc3c2CC(C(=O)NCC2CCOCC2)O3)cc1` (centres undefined) → GLS inhibitor = 1%; PI4K2A inh = 2; ALOX12 inh = 3%

New compounds follow
SMILES | GLS inhibitor | PI4K2A inh | ALOX12 inh
O=c1[nH]nc(-c2cc(-c3ccccc3)nc3ccccc23)o1 | 5% | -8 | 2%
CC(C)CC1C(=O)N(Cc2cn(CC3CCCCC3)nn2)CCS(=O)(=O)N1Cc1ccc(-c2ccc(F)nc2)cc1 (centres undefined) | 0% | -6 | ?
COc1cccc(S(=O)(=O)Nc2ccc3c(c2)[C@H]2C[C@H](CC(=O)N[C@@H](C)c4ccccc4)O[C@H](CO)[C@H]2O3)c1 | 22% | -1 | ?
CC1(C(=O)NS(=O)(=O)Cc2ccccc2)CCN1C(=O)Cc1cc(F)ccc1F (centres undefined) | -12% | 0 | 3%
COc1ccc(-c2nc3ccc(C)cn3c2Cc2cccc(Cl)c2)cc1OC | 2% | -2 | ?
COc1ccc(NC(=O)N(C)[C@H]2C[C@H]3c4[nH]c5ccc(-c6ccc(OC)cc6)cc5c4CCN3C(=O)[C@H]2[C@H](C)O)cc1 | 3% | -6 | ?
Cc1ccc(NC(=O)C2(C)CCN2CCc2ccccc2)cc1 (centres undefined) | 4% | 3 | -2%
Cc1c(C(=O)NCc2ccc3c(c2)OCCO3)sc(=O)n1Cc1ccc(C(=O)N(C)C)cc1 | -9% | 4 | 32%[activator]
CC(C)c1ccc(NC(=O)Nc2nc(C(N)COCc3ccccc3)cs2)cc1 (centres undefined) | 18% | -1 | ?
C[C@@H]1CN([C@@H](C)CO)C(=O)CCCn2cc(nn2)CO[C@H]1CN(C)C(=O)Oc1ccccc1 | -8% | 1 | 18%
Cc1ccc(C(=O)NCCc2nnc3ccc(SCC(=O)Nc4nnc(C)s4)nn23)cc1 | 1% | -3 | 2%
O=C1NC(=S)SC1=Cc1ccccc1C(=O)O | 50%[activator] | -7 | ?
CN1CCN(C(=O)c2cc3c(c(-c4cccc(C#CC(C)(C)O)c4)n2)[C@H](CCO)N(S(=O)C(C)(C)C)C3)CC1 (some centres undefined) | 10% | -5 | -2%
C[C@H]1CN([C@@H](C)CO)C(=O)CCCn2nncc2CO[C@@H]1CN(C)C(=O)Cc1ccccc1 | -5% | -9 | -12%
COc1ccc(CC(N)c2csc(NC(=O)c3ccc(OC)cc3)n2)cc1 (centres undefined) | 3% | 2 | -5%

An excerpt; count on the stated rates, not on these rows.
